Compound activity as filed in PubChem.
mHTT-CaM PPI inh = inhibitors of human mutant huntingtin-calmodulin interaction; P42858; AlphaScreen His-mHTT/GST-CaM binding, luminescence; inhibition, % at 15 µM; 190,000 compounds, 3.6% hits;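 also: 0% = both proteins with DMSO and 100% = one protein alone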
Target sequence (P42858 whole entry, looked up, stated change not applied): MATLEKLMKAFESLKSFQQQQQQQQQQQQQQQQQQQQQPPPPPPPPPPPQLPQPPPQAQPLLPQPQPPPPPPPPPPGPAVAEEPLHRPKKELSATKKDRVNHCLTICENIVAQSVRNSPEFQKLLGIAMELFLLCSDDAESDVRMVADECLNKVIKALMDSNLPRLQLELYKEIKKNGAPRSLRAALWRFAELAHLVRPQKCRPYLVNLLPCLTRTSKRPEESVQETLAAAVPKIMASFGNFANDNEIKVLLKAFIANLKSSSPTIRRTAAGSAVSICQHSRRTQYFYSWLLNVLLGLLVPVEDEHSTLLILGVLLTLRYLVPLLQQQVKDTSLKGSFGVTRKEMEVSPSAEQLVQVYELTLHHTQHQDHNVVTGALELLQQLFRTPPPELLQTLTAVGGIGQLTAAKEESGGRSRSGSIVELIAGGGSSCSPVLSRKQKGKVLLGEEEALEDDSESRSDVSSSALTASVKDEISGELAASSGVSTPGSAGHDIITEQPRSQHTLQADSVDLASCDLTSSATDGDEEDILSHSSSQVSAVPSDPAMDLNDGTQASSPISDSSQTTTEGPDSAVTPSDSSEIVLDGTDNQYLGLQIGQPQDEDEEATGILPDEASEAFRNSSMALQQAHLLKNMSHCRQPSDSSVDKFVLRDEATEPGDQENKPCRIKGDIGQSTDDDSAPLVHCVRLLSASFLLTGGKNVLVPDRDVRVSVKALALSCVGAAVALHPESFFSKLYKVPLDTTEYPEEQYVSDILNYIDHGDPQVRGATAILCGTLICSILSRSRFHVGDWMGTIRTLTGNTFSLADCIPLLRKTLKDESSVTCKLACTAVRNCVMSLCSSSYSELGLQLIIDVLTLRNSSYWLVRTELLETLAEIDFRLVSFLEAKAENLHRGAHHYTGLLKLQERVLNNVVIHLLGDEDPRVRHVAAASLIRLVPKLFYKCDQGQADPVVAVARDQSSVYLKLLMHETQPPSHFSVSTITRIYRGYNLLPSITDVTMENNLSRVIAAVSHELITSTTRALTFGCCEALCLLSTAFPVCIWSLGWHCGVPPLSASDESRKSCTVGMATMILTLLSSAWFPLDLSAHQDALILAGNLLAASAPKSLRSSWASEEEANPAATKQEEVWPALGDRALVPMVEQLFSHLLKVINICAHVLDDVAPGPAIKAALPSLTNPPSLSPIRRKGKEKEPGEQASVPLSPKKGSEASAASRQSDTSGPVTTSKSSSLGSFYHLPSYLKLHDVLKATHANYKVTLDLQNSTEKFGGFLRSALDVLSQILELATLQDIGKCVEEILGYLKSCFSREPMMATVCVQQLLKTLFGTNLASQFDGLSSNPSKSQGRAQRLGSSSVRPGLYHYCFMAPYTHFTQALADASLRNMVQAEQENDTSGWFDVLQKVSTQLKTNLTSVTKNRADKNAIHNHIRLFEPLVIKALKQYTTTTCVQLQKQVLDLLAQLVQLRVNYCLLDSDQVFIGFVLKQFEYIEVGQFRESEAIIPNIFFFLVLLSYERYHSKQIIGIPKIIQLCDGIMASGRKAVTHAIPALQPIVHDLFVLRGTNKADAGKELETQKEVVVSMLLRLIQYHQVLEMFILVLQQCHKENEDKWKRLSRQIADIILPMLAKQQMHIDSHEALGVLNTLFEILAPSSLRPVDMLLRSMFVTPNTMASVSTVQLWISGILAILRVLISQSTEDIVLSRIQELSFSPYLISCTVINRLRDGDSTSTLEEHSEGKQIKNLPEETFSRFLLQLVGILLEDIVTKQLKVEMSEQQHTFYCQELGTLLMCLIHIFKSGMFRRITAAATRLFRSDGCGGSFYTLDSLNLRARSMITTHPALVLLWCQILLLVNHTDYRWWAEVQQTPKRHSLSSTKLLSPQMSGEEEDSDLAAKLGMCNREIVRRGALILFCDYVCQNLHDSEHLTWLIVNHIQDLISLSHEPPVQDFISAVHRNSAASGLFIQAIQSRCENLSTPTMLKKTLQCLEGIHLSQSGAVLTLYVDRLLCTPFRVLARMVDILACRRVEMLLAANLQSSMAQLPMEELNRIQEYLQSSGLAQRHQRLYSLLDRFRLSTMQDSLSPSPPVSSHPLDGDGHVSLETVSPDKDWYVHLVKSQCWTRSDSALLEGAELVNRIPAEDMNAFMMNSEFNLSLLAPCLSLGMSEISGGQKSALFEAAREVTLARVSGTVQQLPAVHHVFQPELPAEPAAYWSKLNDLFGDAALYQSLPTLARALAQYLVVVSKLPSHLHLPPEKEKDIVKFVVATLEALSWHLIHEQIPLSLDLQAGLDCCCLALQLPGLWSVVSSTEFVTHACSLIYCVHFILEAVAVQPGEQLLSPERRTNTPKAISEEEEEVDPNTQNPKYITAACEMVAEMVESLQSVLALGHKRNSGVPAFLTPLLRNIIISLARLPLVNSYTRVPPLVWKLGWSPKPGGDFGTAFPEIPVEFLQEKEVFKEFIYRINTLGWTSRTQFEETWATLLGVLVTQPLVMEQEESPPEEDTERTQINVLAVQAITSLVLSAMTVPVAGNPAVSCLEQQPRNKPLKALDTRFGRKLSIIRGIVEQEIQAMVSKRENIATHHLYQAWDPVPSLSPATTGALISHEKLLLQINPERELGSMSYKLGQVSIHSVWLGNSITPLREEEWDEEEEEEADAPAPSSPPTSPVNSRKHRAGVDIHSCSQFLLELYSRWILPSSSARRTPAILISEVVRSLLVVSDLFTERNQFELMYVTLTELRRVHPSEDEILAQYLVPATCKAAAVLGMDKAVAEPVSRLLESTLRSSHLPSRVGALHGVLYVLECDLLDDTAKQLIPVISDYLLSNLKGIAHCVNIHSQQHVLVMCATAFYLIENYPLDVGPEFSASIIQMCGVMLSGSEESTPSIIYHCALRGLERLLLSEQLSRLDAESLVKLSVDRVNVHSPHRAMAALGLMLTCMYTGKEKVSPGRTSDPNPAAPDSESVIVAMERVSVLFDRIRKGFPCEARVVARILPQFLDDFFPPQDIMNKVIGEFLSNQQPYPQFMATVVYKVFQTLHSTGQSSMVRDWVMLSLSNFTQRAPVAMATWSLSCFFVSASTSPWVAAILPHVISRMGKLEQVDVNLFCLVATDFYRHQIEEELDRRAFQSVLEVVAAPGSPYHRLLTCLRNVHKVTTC
Pf apPOL inh = Pf-apPOL DNA polymerase inhibition; AID 1794808; inhibition, % at 10 µM; 210,000 compounds, 0.25% hits; Recombinant Pf-apPOL, molecular beacon fluorescence, 1.5 h
An asterisk follows results filed as active; i = inactive; nt = not tested or not shown; & = joins results of further samples. Rule as the data show it: active = inhibition above about 50%; inactive = the rest.

canonical_smiles | Pf apPOL inh | mHTT-CaM PPI inh
COc1ccc(N2C=C(C#N)S(=O)(=O)c3ccccc32)cc1 | 1 | -10
Cc1oc(C2CCN(C(=O)Cc3ccccc3Cl)CC2)nc1C(=O)N1CCOCC1 | -3 | -4
COC(=O)c1cccc(NC(=O)C2CCN(c3c(C#N)cnc4ccccc34)CC2)c1 | -5 | -4
N=C(N)N1CCOCC1 | 0 | nt
CCCCOc1ccc(S(=O)(=O)N(C)C)cc1 | -6 | -4
COc1ccc(/C=C/C2=NC(=C\c3ccc(OC)c(OC)c3)/C(=O)O2)cc1 | -2 | 4
CCCCNC(=O)C1CCN(c2nn3c(=O)c4c(nc3s2)CCCC4)CC1 | 3 | 16
CC(C)N1C(=O)C2C3CC(C2C1=O)C1C3N=NN1c1ccc([N+](=O)[O-])cc1 (centres undefined) | -1 | 2
COc1cc(CNC(=O)OCC(C)C)cc(OC)c1OC | -4 | -1
COc1cccc(CC(=O)Nc2ccn(-c3cccc(Cl)c3)n2)c1 | 1 | -11
O=C(Cc1cccc2ccccc12)Nc1nnc(-c2ccc(Cl)s2)o1 | -2 | 22
COc1ccc(C2=NN(C(=O)c3ccc(Br)o3)C(c3ccc(C)cc3)C2)cc1OC (centres undefined) | -3 | 47
Cc1nc(C(F)(F)F)ccc1C(=O)N1CCN(c2nc3ccc(Cl)cc3s2)CC1 | -6 | nt
COc1ccccc1N(C(F)F)S(=O)(=O)c1ccc(C)cc1 | -11 | -25
O=C1OC2(CCCCC2)OC(=O)C1=Cc1ccc(-c2ccc(C(=O)O)cc2)o1 | -1 | 4
CNC(=O)N1CCC(n2c(C)nc(C(=O)Nc3ccc(C)cc3)c2C)CC1 | -6 | 6
C#CC1(NC(=O)C=CC(=O)O)CCCCC1 | -16 | nt
Cc1ccccc1N1CCN(Cc2nc(C(=O)N3CCN(C)CC3)cs2)CC1 | -4 | 8
Cc1nc(-c2cccnc2)sc1CCNS(=O)(=O)c1ccc(F)c(C(F)(F)F)c1 | 1 | 3
CC(C)(C)N(CC#CC(O)(c1ccccc1)c1ccccc1)CCO | -12 | 5
COC(CNS(=O)(=O)c1cc(Br)cc2c1N(C(C)=O)CC2)OC | -1 | 4
COc1ccc(-n2nc3c(c2NC(=O)Cc2ccccc2)CSC3)cc1 | -2 | 34
Cc1cc(C(=O)NCc2ccccc2F)nc2cc(-c3cccs3)nn12 | 1 | -18
Cc1cc(-n2c(SCCC#N)nnc2-c2cccnc2)ccc1Cl | -8 | -2
Cc1cc(N2CCOCC2)nc(N2CCN(C(=O)c3ccc(C(F)(F)F)cc3)CC2)n1 | -8 | -3
CCOC(=O)c1csc(-c2snnc2C)n1 | -8&-4 | nt
CC(=O)c1cccc(NS(=O)(=O)c2cc(Br)cc3c2N(C(=O)C2CC2)CC3)c1 | -3 | 18
COc1cccc2cc(C(=O)N3CC4(COC(C)(C)OC4)C3)oc12 | -5 | -3
OC1CCN(Cc2ccc(-c3ccccc3)cc2)CC1 | -7 | -1
CC(C)NC(=O)N1CCCC(c2cccc(C(=O)NCC3CCCCC3)c2)C1 (centres undefined) | -2 | -1
COc1ccc(C2CC(c3cccc(OC)c3)Nc3ncnn32)cc1 (centres undefined) | 2 | -7
CCOc1ccc(C2C(N3C(=O)c4ccccc4C3=O)C(=O)N2c2ccc(C)cc2)cc1 (centres undefined) | -3 | 15
Cc1ccc(Nc2ncnc3c2nc2n3CCCC2)cc1Cl | -4 | -3
COc1cc(C(C2=C(O)CC(C)(C)CC2=O)C2C(=O)CC(C)(C)CC2=O)ccc1O (centres undefined) | 0 | 18
O=C(c1ccnc(-c2cccs2)c1)N1CCN(c2ncccn2)CC1 | 0 | -4
CCc1cccc(NC(=O)C2CCc3sc(C(=O)N(C)C)cc3C2)c1 (centres undefined) | -1 | 3
Oc1c(C(Nc2cccc(Cl)c2)c2ccccn2)ccc2cccnc12 (centres undefined) | -5 | 100*
Cc1ccccc1C1=N/C(=C/c2coc3ccccc3c2=O)C(=O)O1 | -9 | -1
CC(C)(C)c1cc(C(=O)O)c(CN2CCCCC2)o1 | 0 | -5
Cc1cccc(-n2nc3c(c2NC(=O)C2CCCC2)CS(=O)(=O)C3)c1C | -7 | 0
Cc1ccc(Oc2nccnc2N2CCC(C(=O)NCc3ccc4c(c3)OCO4)CC2)cc1 | -3 | 0
CCCN1C(=O)C(C)(C(=O)NCc2ccc(C)cc2)Oc2cccnc21 (centres undefined) | -2 | -4
O=C(CCCNS(=O)(=O)c1cccs1)Nc1ccc(F)c(F)c1 | -4 | -5
CC(=O)Nc1ccc(OCC(O)CN2CCN(S(=O)(=O)c3ccccc3)CC2)cc1 (centres undefined) | 2 | -7
O=c1c(-[n+]2ccccc2)cc2[nH]c3ccccc3c2n1-c1ccccc1 | -1 | 14
COc1ccc(C(O)CN2CCN(c3cc(C)ccc3C)CC2)cc1OC (centres undefined) | 4 | 3
NC(=O)CSc1nc2sc3c(c2c(=O)n1Cc1ccccc1)CCCC3 | -13 | 5
Cc1ccc(-c2nc(-c3ccncc3)no2)c(Cl)c1 | 11 | -7
CC(=O)NCCc1csc(C2CCN(C(=O)c3cc(C)cc(C)c3)CC2)n1 | -2 | 19
O=C(Cc1ccc(F)cc1)NC1CCN(c2ccccc2)C1=O (centres undefined) | 0 | -1
O=c1[nH]c2c(c3c1CCC3)CCCC2 | -4 | -1
COc1ccccc1-c1cc(C(N)=O)c2ccccc2n1 | -1 | 1
COc1ccc(-c2ccc(CN3C(CC(C)C)C(=O)N(Cc4cn(CC5CCCCC5)nn4)CCS3(=O)=O)cc2)cc1OC (centres undefined) | 0 | 15
Cc1ccc(NS(=O)(=O)c2cc3n(c2)CCCNC3=O)c(Cl)c1 | 11 | 2
COCc1[nH]nc2c1C(c1cc(OC)c(OC)cc1OC)C(C#N)=C(N)O2 (centres undefined) | -3 | 6
CCC(C)NC(=O)CSc1nc2nc(C)cc(C)n2n1 (centres undefined) | -8 | 7
COc1cc(CN2CCN(Cc3ccccc3)CC2)cc(OC)c1O | -3 | -2
CC(C)c1c(C2CCN(C(=O)C3CCCO3)CC2)noc1N (centres undefined) | -5 | 0
CC(C)CCNC(=O)CCS(=O)(=O)c1cc(Br)cc2c1N(C(=O)C1CC1)CC2 | -17 | -5
CCOc1cc(C2C=C(c3cccc([N+](=O)[O-])c3)Nc3ncnn32)ccc1OC(F)F (centres undefined) | -8 | 16

More records:
canonical_smiles | Pf apPOL inh | mHTT-CaM PPI inh
COc1ccc(Cn2ccnc2CO)cc1[N+](=O)[O-] | -2 | 5
N#Cc1cccc(-c2cn3c(n2)N(C(=O)c2ccccn2)CCC3)c1 | -8 | 26
Cc1cc(C)cc(OCC(=O)n2nc(C)cc2C)c1 | 2 | -17
COc1ccc(Cl)cc1C(=O)Nc1c2c(nn1C(C)(C)C)CS(=O)(=O)C2 | -3 | 4
COc1ccccc1C(=O)Nc1ccccc1NC(=O)NCCCc1ccccc1 | -4 | -8
CN(C)CCNC(=O)c1cc2c(n1C)CCN(Cc1ccccc1)C2 | -3 | 5
CCOc1ccc(NC(=O)N2CCC(N3CCN(Cc4cccc(C)c4)C3=O)CC2)cc1 | -9 | 5
Cn1nc(OC(C)(C)C(=O)Oc2ccc(Cl)cc2Cl)cc1C(F)(F)F | 5 | nt
COc1cc(OC)cc(C2=N/C(=C\c3ccc(Cl)c(Cl)c3)C(=O)O2)c1 | -1 | 1
Cc1cccc(NC(c2cccnc2)c2ccc3ccc(C)nc3c2O)n1 (centres undefined) | -6 | 90*
O=C(O)c1cccc(S(=O)(=O)Nc2ccc(NS(=O)(=O)c3cccc(C(=O)O)c3)cc2)c1 | -1 | 0
CC(C)C(=O)NCc1ccc(N2CCCCC2)nc1 | 4 | 6
Nc1ccc(C2(c3ccc(N)cc3)C(=O)Nc3ccccc32)cc1 | 1 | 25
O=C(CCCNC(=O)c1ccc2nsnc2c1)Nc1cccc2cccnc12 | -5 | 6
Cc1nn(-c2ccccc2)c2sc(C(=O)Nc3cccc(F)c3)cc12 | 3 | 2
O=c1ccc(S(=O)(=O)N2CCOCC2)cn1Cc1ccc(F)cc1 | -4 | -10
Cc1sc(NC(=O)c2ccccc2I)c(C(=O)O)c1C | 5 | 4
O=C(CSc1nnnn1-c1ccc2c(c1)OCO2)Nc1ccc(F)c(F)c1 | -6 | -3
CCOc1ccc(CCNC(=O)CCC(=O)N2CCCn3nc(C)cc32)cc1OCC | 3 | 15
C/C(=N/O)c1ccc(Br)cc1 | nt | i

Nothing new here: entries from further up.
canonical_smiles | Pf apPOL inh | mHTT-CaM PPI inh
O=C(CSc1nnnn1-c1ccc2c(c1)OCO2)Nc1ccc(F)c(F)c1 | -6 | -3
CCOc1ccc(CCNC(=O)CCC(=O)N2CCCn3nc(C)cc32)cc1OCC | 3 | 15
C/C(=N/O)c1ccc(Br)cc1 | nt | i

Sorted by heavy-atom count (low to high): 6 of the compounds above
canonical_smiles | Pf apPOL inh | mHTT-CaM PPI inh
Cc1sc(NC(=O)c2ccccc2I)c(C(=O)O)c1C | 5 | 4
Nc1ccc(C2(c3ccc(N)cc3)C(=O)Nc3ccccc32)cc1 | 1 | 25
N#Cc1cccc(-c2cn3c(n2)N(C(=O)c2ccccn2)CCC3)c1 | -8 | 26
Cc1cccc(NC(c2cccnc2)c2ccc3ccc(C)nc3c2O)n1 (centres undefined) | -6 | 90*
COc1ccccc1C(=O)Nc1ccccc1NC(=O)NCCCc1ccccc1 | -4 | -8
O=C(O)c1cccc(S(=O)(=O)Nc2ccc(NS(=O)(=O)c3cccc(C(=O)O)c3)cc2)c1 | -1 | 0

The results go on.
canonical_smiles | Pf apPOL inh | mHTT-CaM PPI inh
Fc1cc2c(c(CON=Cc3ccc(Cl)cc3Cl)c1)OCOC2 | -7&-4 | nt
O=c1c2c([nH]c3ccccc13)CCCCC2 | 1 | -4
O=C1C2CCCCC2C(=O)N1c1ccc(F)c([N+](=O)[O-])c1 (centres undefined) | -2 | -4
O=C(Cc1ccc(NC(=O)C2(c3ccc(Cl)cc3)CCCC2)cc1)N1CCC(O)CC1 | -2 | 38
O=C1OC(c2ccc(I)cc2)=N/C1=C\c1cccc(F)c1 | -6 | -1
O=S(=O)(Nc1cccnc1)c1ccc(C2CCCCC2)cc1 | -4 | 2
CCOC(=O)CC1(NC(=O)N2CCC(c3nc4ccncc4n3C)C2)CCCCC1 (centres undefined) | -14 | 2
CCOc1cccc(-c2noc(-c3ncn4c3COC(c3ccc(OC)cc3)C4)n2)c1 (centres undefined) | -5 | 22
O=C(Cc1cccnc1)N1CCC(n2c(-c3cccs3)nc3cccnc32)C1 (centres undefined) | -1 | 8
COc1ccc2oc(=Nc3ccccc3F)c(C(=O)NC(C)=O)cc2c1 | 92* | 4
COc1ccc(-c2c(NC(=O)c3cccs3)n(C)c3ccccc3c2=O)cc1 | 1 | -8
CCOC(=O)N1CCC2(CC1)C(C#N)=C(N)OC1=C2C(=O)CC(C)C1 (centres undefined) | nt | 0
CCC(=O)N1CCN(c2nc(C)nc(C)c2Cc2ccc(OC)cc2)CC1 | 6 | 10
CCN(CC)CC(O)COc1ccc2c(c1)OCO2 (centres undefined) | 1 | 3
CCC(C(=O)Nc1cc(OC)c(NC(=O)c2ccccc2)cc1OC)c1ccccc1 (centres undefined) | -8 | -2
CCCCC(=O)NC1(C(F)(F)F)C(=O)Nc2c1c(=O)[nH]c(=O)n2Cc1ccco1 (centres undefined) | 1 | -1
Cc1ccc(CNC(=O)Cn2ccc3ccn(C)c3c2=O)cc1C | -1 | -4
Cc1ccc(S(=O)(=O)CC(=O)c2ccccc2)cc1 | 5 | -7
CCc1ccc(NC(=O)N2CCC(n3c(-c4ccoc4)nc4cccnc43)C2)cc1 (centres undefined) | -1 | 1
Cc1oc(C2CCN(C(=O)c3ccccc3Cl)CC2)nc1C(=O)N1CCOCC1 | 1 | -3
O=C(NCc1ccc(Cl)cc1)c1ccc(NC(=O)C2CC2)cc1N1CCOCC1 | -3 | 5
Cn1cnc2cc(CNC(=O)Cc3ccsc3)ccc21 | 3 | -12
O=C(c1ccccc1)N1CCN(Cc2ccc([N+](=O)[O-])cc2)CC1 | 5 | 3
Cc1ccccc1N1CC(C(=O)N(C)C)CC1=O (centres undefined) | 1 | 2
CC(C)CN1C(=O)c2ccc(NC(=O)c3ccco3)cc2C1=O | 1 | 0
N#Cc1ccccc1NC(=O)C(=O)NCC1CCN(Cc2ccsc2)CC1 | -10 | -7
COC(=O)C(C)Oc1ccc2c(=O)c(-c3ccc4c(c3)OCCO4)coc2c1 (centres undefined) | -3 | -6
Nc1ncc(Cc2cccc([N+](=O)[O-])c2)s1 | -1 | 0
CS(=O)(=O)CS(=O)(=O)Oc1cccc(C(F)(F)F)c1 | -3 | nt
COc1ccc(-c2c(C)oc3cc(OCCN4CCCCC4)ccc3c2=O)cc1 | -5 | -3
COc1cc(NC(=O)C2CN(S(=O)(=O)C3CC3)CC23CCCCC3)cc(OC)c1 (centres undefined) | 6 | 9
Cn1ccc2ccn(Cc3nc(C4CC4)no3)c(=O)c21 | -2 | 0
O=C(NCCC1CCN(S(=O)(=O)c2ccc(F)cc2)CC1)NCc1ccc(F)cc1 | -3 | 19
O=C(CC1CCN(C(=O)c2ccccc2)CC1)NC1CCCCCC1 | 1 | 2
O=C(Sc1ccccc1)c1cccc(=O)o1 | 13 | nt
O=C(NCc1cccc(F)c1)C1CCN(c2cncnc2N2CCCCC2)CC1 | 0 | 9
CN(C(=O)C1CCCCC1)c1nc(-c2ccc(Cl)s2)cs1 | -7 | nt
COc1ncccc1CN(C)C(=O)c1ccc(C)s1 | 6 | -5
Cc1nn(CCCC(=O)Nc2ccc(Cl)cc2)c(C)c1[N+](=O)[O-] | -10 | -5
Cc1cc2c(cc1Br)NC(=O)C21C(C#N)=C(N)OC2=C1C(=O)CC(c1ccccc1)C2 (centres undefined) | -1 | 24
Cc1ccc(S(=O)(=O)N2CCN(c3ccc([N+](=O)[O-])cc3C(=O)N3CCOCC3)CC2)cc1 | -4 | 2
Cc1cccc(N2CCN(Cc3ccc(-c4ccccc4[N+](=O)[O-])o3)CC2)c1C | 3 | 59*
O=C(NCc1cccc2ccccc12)NCC(c1ccsc1)N1CCOCC1 (centres undefined) | -14 | -16
